TNAP act DEA – activates human TNAP at intermediate phosphate acceptor concentration; purified TNAP, CDP-star luminescence, 100 mM DEA, 30 min; stronger effect = higher value; scale: 0 levamisole-inhibited, 1 vehicle-only enzyme; activation factor at 20 µM; 64,000 tested, under 10 active; AID 813;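 active = activation factor of at least 2 at 20 µM, relative to controls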
MKP-1 inh – inhibitors of human MKP-1 phosphatase. inhibition, %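 (compounds tested at a single concentration somewhere between 10 and 100 µM)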. 65,000 compounds, 0.15% hits. P28562. AID 374. recombinant MKP-1, OMFP hydrolysis fluorescence;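 active = inhibition above about 50%, limit read from the data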;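 also: 0% = DMSO max control wells and 100% = wells with enzyme stopped by NaOH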
Target sequence (P28562 whole entry, looked up): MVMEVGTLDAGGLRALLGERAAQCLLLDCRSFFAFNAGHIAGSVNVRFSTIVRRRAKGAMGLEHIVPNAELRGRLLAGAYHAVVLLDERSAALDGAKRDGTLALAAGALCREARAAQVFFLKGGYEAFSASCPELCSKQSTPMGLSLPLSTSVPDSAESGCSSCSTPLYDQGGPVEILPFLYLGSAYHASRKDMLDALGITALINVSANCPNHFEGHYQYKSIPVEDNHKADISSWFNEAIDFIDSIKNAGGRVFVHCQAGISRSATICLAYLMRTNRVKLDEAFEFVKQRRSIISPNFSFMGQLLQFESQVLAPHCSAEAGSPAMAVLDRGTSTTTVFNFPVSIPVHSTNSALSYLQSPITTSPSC
Cdc25B block – inhibitors of human Cdc25B phosphatase | inhibition, %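 (compounds tested at 10 µM final in the well)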 | P30305 | recombinant Cdc25B, OMFP fluorescence Ex485/Em525 | 65,000 compounds, 0.1% hits; in the data active = inhibition above about 50%
Jurkat tox 60K – cytotoxicity toward Jurkat cells. inhibition, % at 4 µM. 56,000 compounds, 1.2% hits. Jurkat E6.1 viability, ATP luminescence, 48 h. AID 463;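 active = inhibition above the mean inhibition of all tested compounds plus 3 SD, cut at about 28% in these data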
ROCK2 inh – inhibitors of human Rho kinase 2; AID 604; 60,000 compounds, 0.35% hits; inhibition, % at 6 µM; O75116; purified ROCK2, Kinase-Glo ATP depletion luminescence;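 active = inhibition above the screen-wide mean inhibition plus 3 SD, cut at about 18% in these data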;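 also: plate controls were DMSO wells for no effect and Y-27632 control wells after no-enzyme background subtraction for full effect; many of its hits are not listed in these tables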
PKA inh – PKA (human) kinase inhibition. P17612. inhibition, % at 6 µM. 65,000 compounds, 0.1% hits. AID 524. PKA Kemptide phosphorylation, Kinase-Glo ATP luminescence;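 active = inhibition above the screen-wide mean inhibition plus 3 SD, cut at about 21% in these data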; also: many of its hits are not listed in these tables
JNK3 inh – inhibitors of human JNK3 kinase. purified JNK3 kinase activity, HTS. inhibition, % at 8 µM. 60,000 compounds, 0.61% hits; in the data active = inhibition above about 17%;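 also: 0% = DMSO and 100% = reference inhibitor; many of its hits are not listed in these tables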
HEK293 NFkB inh – lowers PMA/ionomycin-induced NF-kB signal in HEK293 cells | 62,000 compounds, 0.21% hits | inhibition, % at 3 µM | HEK-293 NF-kB luciferase reporter, luminescence;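 active = inhibition above the mean of all tested compounds plus 3 SD, cut at about 40% in these data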;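 also: 0% = stimulated DMSO wells and 100% = 10 µM reference inhibitor 5653914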
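System: NF-kB luciferase reporter HEK-293 cells | Replication: Single test | Control set: DMSO vs reference inhibitor | Evaluation: % inhibition | Schedule: 1 h pretreatment, 16 h stimulation, 37 °C | Probe or stimulus: PMA with ionomycin | Compound dosing: One dose, 3 µM | Detection: Luciferase luminescence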
MMP13 inh – blocks human MMP13 activity | P45452 | inhibition, % at 4 µM | MMP-13 fTHP FRET cleavage, Mca fluorescence | 65,000 compounds, 0.07% hits | AID 570;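 active = inhibition above the mean of compound-free control plate wells plus 3 SD, cut at about 14% in these data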;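 also: 0% = DMSO wells and 100% = wells with reference MMP-13 inhibitor after basal subtraction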
Starred values were filed as active, the others as inactive; · = no result given; [ ] = another dose, or the depositor's remark. An excerpt. The share of hits here may be higher or lower than overall.

Field names – A = TNAP act DEA; B = MKP-1 inh; C = Cdc25B block; D = Jurkat tox 60K; E = ROCK2 inh; F = PKA inh; G = JNK3 inh; H = HEK293 NFkB inh; I = MMP13 inh
O=C(c1ccc2c(c1)ncn2C1CCCCC1)N1CCC2(CC1)OCCO2
  A: 1; B: 4.1; C: -3.2; D: 54.2*; E: 6.4; F: 11.6; G: 1.7; H: 18.2; I: 1.7
C=CCn1c(O)c(C(C)=NCCN2CCOCC2)c(=O)[nH]c1=O
  A: 1; B: 7.5; C: -2.3; D: -4.4; E: 4.2; F: 7.5; G: 1.3; H: 18.5; I: 0.7
Cn1c(O)c(C(=NCCN2CCCCC2)c2ccccc2Cl)c(=O)n(C)c1=O
  A: 1; B: 6.1; C: -10.8; D: -10.0; E: 4.3; F: 7.0; G: 1.5; H: 13.8; I: 0.6
CNC(=O)N(C)c1nnc(C(C)(C)C)s1
  A: 0.9; B: -15.2; C: -21.5; D: ·; E: -5.4; F: 5.3; G: -0.3; H: ·; I: 1.7
CCCCOCCCn1c(N)c(C(=O)OCCOC)c2nc3ccccc3nc21
  A: 1; B: -14.0; C: 30.2; D: ·; E: 6.3; F: 1.0; G: 6.1; H: ·; I: -367.5[fluorescence artefact?]
O=C(c1ccc2c(=O)n(Cc3ccc4c(c3)OCO4)c(=S)[nH]c2c1)N1CCC2(CC1)OCCO2
  A: 1; B: 32.0; C: -15.7; D: ·; E: ·; F: 12.3; G: ·; H: 8.9; I: 4.2

Reformatted: results already given
canonical_smiles,TNAP act DEA,MKP-1 inh,Cdc25B block,Jurkat tox 60K,ROCK2 inh,PKA inh,JNK3 inh,HEK293 NFkB inh,MMP13 inh
C=CCn1c(O)c(C(C)=NCCN2CCOCC2)c(=O)[nH]c1=O,1,7.5,-2.3,-4.4,4.2,7.5,1.3,18.5,0.7
Cn1c(O)c(C(=NCCN2CCCCC2)c2ccccc2Cl)c(=O)n(C)c1=O,1,6.1,-10.8,-10.0,4.3,7.0,1.5,13.8,0.6

Two of these compounds, reformatted:
Every second line gives: TNAP act DEA | MKP-1 inh | Cdc25B block | Jurkat tox 60K | ROCK2 inh | PKA inh | JNK3 inh | HEK293 NFkB inh | MMP13 inh
O=C(c1ccc2c(c1)ncn2C1CCCCC1)N1CCC2(CC1)OCCO2
 : 1 | 4.1 | -3.2 | 54.2* | 6.4 | 11.6 | 1.7 | 18.2 | 1.7
C=CCn1c(O)c(C(C)=NCCN2CCOCC2)c(=O)[nH]c1=O
 : 1 | 7.5 | -2.3 | -4.4 | 4.2 | 7.5 | 1.3 | 18.5 | 0.7

As entered above:
O=C(c1ccc2c(c1)ncn2C1CCCCC1)N1CCC2(CC1)OCCO2 – Jurkat tox 60K: 54.2*
CNC(=O)N(C)c1nnc(C(C)(C)C)s1 – MKP-1 inh: -15.2

Source: PubChem BioAssay (several laboratories)
